# Bioassay records: PubChem, National Center for Advancing Translational Sciences (NCATS)
# Apoferritin bind: qHTS Assay for Identification of Novel General Anesthetics; Ferritin light chain (Equus caballus), P02791; apoferritin/1-aminoanthracene competitive binding, fluorescence; Potency, µM (titrated, usually from 77.5 µM), without a hit: top-dose activity change, negative = displacement, hits mostly inhibitors; 350,000 compounds, 0.074% hits; note: potency is the fitted concentration of half-maximal effect; % is set by controls: 0 for no effect and ±100 for the full control effect; nearly all actives have a fitted effect of over 20% in size
#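 Steps: apoferritin (10 uM) was premixed with half-saturated 1-AMA in PBS, compounds were pin-transferred, plates stood 10 min at room temperature, fluorescence was read at 380/535 nm, and curves were fitted with a Hill equation.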
# POLI inh: qHTS for Inhibitors of Polymerase Iota | Pol iota fluorescent replication assay, 10 min | Potency, µM (doses to about 115 µM), inactives show top-dose activity, negative = inhibition, actives largely listed as inhibitors | 390,000 compounds, 1% hits | AID 588590, 2011; note: potency is the fitted concentration of half-maximal effect
# Target sequence (Q9UNA4 whole entry, looked up): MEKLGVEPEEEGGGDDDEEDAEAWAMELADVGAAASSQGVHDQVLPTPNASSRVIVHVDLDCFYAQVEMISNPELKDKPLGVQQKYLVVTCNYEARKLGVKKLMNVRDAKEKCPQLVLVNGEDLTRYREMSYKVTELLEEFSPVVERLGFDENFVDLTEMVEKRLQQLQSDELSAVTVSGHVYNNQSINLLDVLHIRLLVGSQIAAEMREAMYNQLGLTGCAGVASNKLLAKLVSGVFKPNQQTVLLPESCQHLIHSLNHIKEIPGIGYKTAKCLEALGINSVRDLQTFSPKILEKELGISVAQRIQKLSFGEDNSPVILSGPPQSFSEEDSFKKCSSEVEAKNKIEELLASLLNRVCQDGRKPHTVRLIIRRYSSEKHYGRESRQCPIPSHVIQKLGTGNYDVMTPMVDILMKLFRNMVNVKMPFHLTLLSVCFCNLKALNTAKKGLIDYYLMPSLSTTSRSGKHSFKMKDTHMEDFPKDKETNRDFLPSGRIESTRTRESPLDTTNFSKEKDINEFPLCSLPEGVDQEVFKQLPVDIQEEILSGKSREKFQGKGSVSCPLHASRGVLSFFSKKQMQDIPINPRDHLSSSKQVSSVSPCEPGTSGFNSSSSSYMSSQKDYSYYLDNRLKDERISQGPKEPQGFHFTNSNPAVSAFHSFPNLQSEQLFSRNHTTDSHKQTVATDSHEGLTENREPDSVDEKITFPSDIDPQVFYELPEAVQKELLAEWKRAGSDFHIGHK
#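 Pol iota at 10 nM preincubated 15 min with compounds at room temperature; reaction started with fluorescent substrate, 50 nM final. Fluorescence read kinetically at 0 and 10 min; buffer-only wells as negative control.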
# 12-LOX inh: Primary qHTS assay for inhibitors of human arachidonate 12S-lipoxygenase (ALOX12): Round 2; Polyunsaturated fatty acid lipoxygenase ALOX12 (Homo sapiens), P18054; purified 12hLO, xylenol orange hydroperoxide absorbance; Potency, µM (series often up to 108 µM), for inactives: at the highest dose activity change, negative = inhibition, actives largely listed as inhibitors; 580,000 compounds, 1.1% hits; AID 1671190, 2021; note: potency is the fitted concentration of half-maximal effect; % is set by controls: 0 for no effect and ±100 for the full control effect
#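 Purified human 12hLO (150 nM final) in 25 mM Hepes, 0.01% Triton X-100, pH 7.0 was preincubated 15 min at room temperature with compound. Then 40 uM arachidonic acid was added, 30 min. Hydroperoxide was read by Fe-XO absorbance ratio 573/405 nm.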
# APEX1 inh: qHTS Assay for Inhibitors of the Human Apurinic/apyrimidinic Endonuclease 1 (APE1); AID 2517, 2012; DNA repair nuclease/redox regulator APEX1 (Homo sapiens), P27695; Potency, µM (series often up to 65.8 µM), without a hit: top-dose activity change, negative = inhibition, most hits filed as inhibitors; 350,000 compounds, 0.35% hits; recombinant APE1, TAMRA/BHQ-2 abasic DNA cleavage fluorescence;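 note: potency is the fitted concentration of half-maximal effect; plate controls were vehicle for no effect and reference inhibitor for full effect; nearly all actives have a fitted effect of over 55% in size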
# Target sequence (P27695 whole entry, looked up): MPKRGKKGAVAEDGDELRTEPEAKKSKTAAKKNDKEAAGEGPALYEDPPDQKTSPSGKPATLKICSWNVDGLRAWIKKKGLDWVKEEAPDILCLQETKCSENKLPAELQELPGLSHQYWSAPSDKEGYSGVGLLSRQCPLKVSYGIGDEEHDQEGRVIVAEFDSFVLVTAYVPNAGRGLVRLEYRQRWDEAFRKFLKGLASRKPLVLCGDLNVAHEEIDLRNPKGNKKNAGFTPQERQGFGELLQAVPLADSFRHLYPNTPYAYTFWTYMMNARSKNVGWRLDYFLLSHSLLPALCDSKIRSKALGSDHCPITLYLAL
#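 Enzyme (0.75 nM final) and test compound are incubated 15 min at room temperature before adding 50 nM quenched THF abasic-site duplex. Cleavage dequenches TAMRA, followed at 525/598 nm over three reads one minute apart.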
# TRHR ag: qHTS for Small Molecule Agonists and Allosteric Enhancers of Human TRH Receptor: Primary Screen for Agonists. activation, % at 2 µM. Thyrotropin-releasing hormone receptor (Homo sapiens), P34981. AID 493084, 2011. 360,000 compounds, 0.18% hits. TRHR cells, calcium flux fluo-8, FDSS agonist mode; in the data active = activation above about 30%; note: 0% is about no effect
#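 Steps: seed TRHR cells overnight; add fluo-8 no-wash Ca dye, RT 30 min–1.5 h; record 10 s baseline; pin-transfer compounds; monitor fluorescence 1 cycle/s for the agonist window. Calcium increases flag candidate agonists.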
# BLM helicase inh: qHTS Assay for Inhibitors of Bloom's syndrome helicase (BLM). recombinant BLM DNA unwinding, fluorescence dequenching. Potency, µM (titrated, usually from 56.1 µM), inactives show at the highest dose activity change, negative = inhibition, usual class: inhibitors. 350,000 compounds, 0.2% hits. RecQ-like DNA helicase BLM (Homo sapiens), P54132. AID 2528, 2010;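 note: potency is the fitted concentration of half-maximal effect; plate controls were vehicle for no effect and no enzyme for full effect; nearly all actives have a fitted effect of over 35% in size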
# POLK inh: qHTS for Inhibitors of Polymerase Kappa | DNA polymerase kappa (Homo sapiens), Q9UBT6 | purified Pol kappa, fluorescent DNA synthesis assay, 10 min | Potency, µM (top dose mostly 107 µM), for the others: at the top dose activity, negative = inhibition, most hits filed as inhibitors | 400,000 compounds, 0.53% hits | AID 588579, 2011; note: potency is the fitted concentration of half-maximal effect; % is set by controls: 0 for no effect and ±100 for the full control effect
#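 50 nM final substrate added after 15 min RT preincubation of 10 nM Pol kappa with compound; fluorescence read at 0 and 10 min.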
# POLB inh: qHTS Assay for Inhibitors of DNA Polymerase Beta | P06746 | Pol beta primer extension/strand displacement, fluorescence kinetic | Potency, µM (top dose mostly 114 µM), without a hit: top-dose activity change, negative = inhibition, actives largely listed as inhibitors | 340,000 compounds, 1.3% hits | AID 485314, 2010; note: potency is the fitted concentration of half-maximal effect; % is set by controls: 0 for no effect and ±100 for the full control effect
#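 Pol beta (10 nM) and compounds were preincubated 15 min at room temperature, then 50 nM substrate (final) started primer extension/strand displacement. Reads were taken at 0 and 10 min; concentration-response data were fitted to a four-parameter Hill equation.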
# ERG Ets-DNA blk: qHTS for Small Molecule Inhibitors of the ERG Ets/DNA interaction; Transcriptional regulator ERG (Homo sapiens), P11308; fluorescence polarization, His-ERG Ets domain / labelled DNA; Potency, µM (doses to about 76.9 µM), inactives show top-dose FP activity, negative = inhibition, usual class: inhibitors; 370,000 compounds, 0.028% hits; AID 624246, 2012; active = well fitted inhibition curve with a large enough effect in the polarisation, with a control signal flat; inconclusive = small, poorly fitted or top-dose-only effect, or effect the other way, or a change in a side signal; inactive = no such curve, though single readings can be large or run the other way; the % refers to the polarisation;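 note: polarization taken with two DNA probes labelled with fluorescein and Texas red; potency is the fitted concentration of half-maximal effect; % of control where 0% means no effect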
#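 His-tagged ERG Ets domain (1 uM in the protein solution; 300mM KCl, 50mM Tris-HCl, 1mM EDTA, 1mM DTT, pH 7.5) received compound, then a probe mix of 5 nM fluorescein-DNA and 100nM Texas-615-DNA. Fluorescence polarization was read for both dyes.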
# * hit, by the source's call; i = inactive; ? = inconclusive; · = not tested or not shown; & = joins results of further samples; [ ] = dose if it differs, or a comment. Unless noted, calls come from the whole dose curve; as a rule, active = well fitted curve in the direction sought with a large enough effect; inconclusive = small, poorly fitted or top-dose-only effect, or another doubt; inactive = no such curve, though single readings can be large; an effect the other way counts as inactive or inconclusive.
SMILES,Apoferritin bind,POLI inh,12-LOX inh,APEX1 inh,TRHR ag,BLM helicase inh,POLK inh,POLB inh,ERG Ets-DNA blk
COc1cc([N+](=O)[O-])ccc1NC(=O)CN1C(=O)NC2(CCCCC2C)C1=O (configuration not stated),·,2%,0%,·,·,·,-17%,·,3%
CCC(=O)N(Cc1ccco1)c1nc(C(=O)Nc2ccc(Cl)cc2)c(C)s1,-10%,?,?,5%,0.2,-2%,-27%,28%,5%
C#CCOCCOCCOCCNc1nc(N2CCN(C(=O)CCCCCCCCCCNC(=O)[C@H](CCCCN)n3cc(CCO)nn3)CC2)nc(N2CCN(C(=O)CCCCCCCCCCNC(=O)[C@H](CCCN=C(N)N)n3cc(C[C@@H](C)CC)nn3)CC2)n1,·,?,·,?,0.4,·,?,·,3%
CCOc1ccccc1CNC(=O)c1sc2ncccc2c1-n1cccc1,-8%,-2%,-17%,·,-0.4,-3%,-9%[60.1 µM],4%,2%
Cc1ccc(NS(=O)(=O)c2ccc3c(c2)n(C)c(=O)n3C)cc1C,-13%&-8%,10%&24%,-22%&0%,40%[activator],-0.5&-0.6,-2%&1%,-19%&-23%,24%&0%,-3%&9%
Cn1nnnc1SCCNC(=O)C1CCC(=O)N(CCc2cccc(F)c2)C1 (configuration not stated),-4%,?,1%,74%[activator],-0.5,1%,-3%,21%,-12%
COC(=O)COc1cccc(/C=N/NC(=O)CCSc2ccccc2)c1,?,2%,1%,-7%,-0.1,1%,1%,15%,-4%
O=C(Nc1ccc(N=Nc2ccccc2)cc1)c1ccc(Cl)cc1Cl,-10%,14%,23%,-5%,0.7,0%,-2%[60.1 µM],23%,·
C=CCN1C(=O)C(Cc2ccc(OCC)cc2)SC1=Nc1ccc(C(=O)O)cc1 (configuration not stated),-8%,19%,-24%,1%,-0.4,-1%,-12%,0%,11%
COC(=O)C1CCCCN1C(=O)c1ccc2oc(C(C)C)nc2c1 (configuration not stated),-9%,-5%,·,2%,-0.1,-1%,-6%,19%,0%
O=C(CSc1nnc(Cn2c(=O)sc3ccccc32)n1-c1ccccc1)Nc1nccs1,0%,-10%,-5%[57.4 µM],1%,-0.5,-12%,-3%,-1%,-6%
O=C(O)CSc1nnc(-c2ccncc2)n1-c1ccc(Cl)cc1,-8%,17%,0%,3%,0.3,-8%,-2%,5%,2%
COc1ccccc1-c1c(NC(=O)c2ccco2)n(-c2ccccc2)nc(C)c1=O,-6%,·,-25%&-1%,-5%,-0.3,2%,·,-3%,·
Fc1ccccc1Nc1nc(-c2ccncc2)nc2ccccc12,2%,45%[activator],-17%,0%,1.2,-1%,-4%,2%,-7%
CC1(C)CC2CC(C)(CN2C(=O)Cc2ccccc2)C1 (configuration not stated),-18%,-4%,-2%,2%,0.2,3%,-10%,48%,8%
COc1ccc(C(=O)Cn2c(C(C)=O)nc3ccccc32)cc1,·,-20%,-18%,·,·,·,-6%,·,27%
Cc1cccc(C(=O)OC(C)C(=O)NCC2CCCCC2)c1O (configuration not stated),·,29%,-3%,25%,0.4,·,-14%,·,·
Cc1ccc(N=CC2=C(O)CC(C)(C)CC2=O)nc1,-15%,6%,-10%,14%,-0.5,-1%,2%,-8%,9%
O=C(NNC(=S)NC(=O)c1ccccc1[N+](=O)[O-])c1ccc(Cl)cc1Cl,-4%,25%,?,2%,-0.7,-1%,-2%,?,-12%
O=C(NNc1c(Cl)cc(Cl)cc1Cl)c1cccc([N+](=O)[O-])c1,?,7%,-30%,10%,0.1,-5%,-6%,2%,-1%
CCN(CC)CCCNC(=O)CSc1nc2c(c(C(F)(F)F)n1)CCc1ccccc1-2,?,-6%,-15%,1%,-0.7,2%,-10%,?,-7%
COC(=O)c1ccc(CSc2ccc3nnc(-c4ccc(OC)cc4)n3n2)o1,-6%,·,·,-4%,0.0,1%,·,-1%,·
Brc1ccc2nc(N3CCCC3)sc2c1,-12%,79%[activator],1%,-3%,-0.8,1%,-10%,4%,-5%
CCC1CCCCN1CCCNC(=O)c1ccc2c(c1)NC(=O)CS2 (configuration not stated),-3%,30%[activator],-22%,11%,0.2,-8%,-6%,12%,6%
COc1ccc([N+](=O)[O-])cc1NCc1ccco1,-6%,17%,-15%,1%,0.3,-1%,-9%,-10%,4%
COc1ccc(NC(=O)CSc2nc(O)cc(=O)n2C)cc1,-12%,?,0%,3%,1.3,-15%,?,0%,-4%
Cn1cccc1CC(=O)N/N=C/c1cccc([N+](=O)[O-])c1,-21%,-7%,-2%,-2%,0.5,-7%,-12%,1%,-9%
COc1cc(/C=N/NC(=O)c2ccc3c(c2)OCO3)ccc1O,-5%,-2%,i,54%[activator],-0.4,-8%,8%,?,8%
CSc1nnnn1-c1c(C)cccc1C,-3%,-12%,437%[activator],13%,0.0,-3%,11%,27%,-1%
C=CCC(=O)OCCCCCCOc1ccc(C(=O)O)cc1,-3%,15%,0%,9%,-0.4,1%,-21%,-22%,1%
COCCn1nnnc1C(c1cc2ccc(OC)cc2[nH]c1=O)N1CCN(C2CCCCC2)CC1 (configuration not stated),?,11%,-1%,4%,-0.6,-2%,-9%,2%,6%
O=C(Nc1cccnc1)c1sc(Nc2ccccc2F)nc1-c1ccccc1,-3%,?,0%,-11%,0.1,0%,-11%,-4%,3%
Cc1nn2c(=O)cc(COC(=O)c3ccc(NC(=O)c4cccs4)cc3)nc2s1,44%[activator],0%,-18%,·,-0.8,-2%,-4%[60.1 µM],29%,0%
CCN(CC)S(=O)(=O)c1cccc(C(=O)N[C@H](C(=O)OCC(N)=O)C(C)C)c1,-10%,-12%,0%,1%,0.6,-3%,5%,33%,2%
Cc1ccc(S(=O)(=O)N(CC(=O)N=Nc2c(O)[nH]c3ccccc23)c2ccc(C)c(C)c2)cc1,-20%,-2%,-17%,-11%,-0.3,-11%,-25%,4%,-7%
O=[N+]([O-])c1cc([N+](=O)[O-])c(Oc2c(Cl)cccc2Cl)cc1NN1CCCCC1,-6%,27%,10%,-7%,-0.2,-6%,5%,14%,-21%
Cc1ccc2sc(N(Cc3cccnc3)C(=O)C3COc4ccccc4O3)nc2c1C (configuration not stated),-21%,2%,-24%,·,0.3,-13%,-8%[60.1 µM],0%,4%
CC(C)NC(=O)C1CCN(C2CCN(Cc3nc(C(C)C)cs3)CC2)CC1,-5%,36%[activator],-3%,0%,0.2,-2%,-1%,13%,2%
COc1ccc(N2CCN(C(=O)c3cccn4c(=O)c5ccccc5nc34)CC2)cc1,-7%,126%[activator],-13%,2%,-0.3,-2%,4%,0%,5%
O=C1N[C@@H](Cc2ccccc2)COC(=O)[C@H](Cc2ccc(F)cc2)CC/C=C/C[C@@H]1CC(=O)N(CCO)Cc1ccccc1,·,0%,13%,-26%,·,·,-14%,·,-1%

# One compound at a time (already shown). Values in the order: Apoferritin bind	POLI inh	12-LOX inh	APEX1 inh	TRHR ag	BLM helicase inh	POLK inh	POLB inh	ERG Ets-DNA blk
# Shown for O=[N+]([O-])c1cc([N+](=O)[O-])c(Oc2c(Cl)cccc2Cl)cc1NN1CCCCC1 : -6%	27%	10%	-7%	-0.2	-6%	5%	14%	-21%
# Shown for Cc1ccc(S(=O)(=O)N(CC(=O)N=Nc2c(O)[nH]c3ccccc23)c2ccc(C)c(C)c2)cc1 : -20%	-2%	-17%	-11%	-0.3	-11%	-25%	4%	-7%
# Shown for O=C1N[C@@H](Cc2ccccc2)COC(=O)[C@H](Cc2ccc(F)cc2)CC/C=C/C[C@@H]1CC(=O)N(CCO)Cc1ccccc1 : ·	0%	13%	-26%	·	·	-14%	·	-1%

# Next section
SMILES,Apoferritin bind,POLI inh,12-LOX inh,APEX1 inh,TRHR ag,BLM helicase inh,POLK inh,POLB inh,ERG Ets-DNA blk
COCCNC(=O)c1ccc(CSc2nc3ccccc3s2)cc1,-20%,20%,0%,-10%,-0.8,-3%,-4%,7%,-10%
OC(CN1CCN(Cc2ccc3c(c2)OCO3)CC1)c1c[nH]c2ccccc12 (configuration not stated),-11%,50%[activator],19%,1%,0.6,2%,-8%,26%,-7%
COc1cc(C)ccc1NC(=O)Cc1csc(NC(=O)Nc2ccccc2OC)n1,·,-10%,-8%,-21%,0.3,·,-15%,·,4%
COc1ccccc1N1CCN(C(c2cc3cc(C)ccc3[nH]c2=O)c2nnnn2C2CCCC2)CC1 (configuration not stated),-5%,9%,-6%,-7%,0.1,-5%,-7%,2%,-6%
O=C(NCc1ccco1)c1ccccc1F,-7%,?,?,-1%,-0.2,-7%,-29%,?,-2%
CCOc1ccc(-n2c(SCC(=O)Nc3ccc(OC)cc3)nc3c(c2=O)SCC3)cc1,-4%,17%,0%,11%,-0.4,-5%,-11%,26%,-8%
COC(=O)c1cccc(C23CC4(C2)[C@H](CN(Cc2cccnc2)[C@@H]4c2ccccc2)C3c2ccccc2)c1 (some centres not stated),-2%&6%,?,15%,-7%&-8%,0.4,-9%&-6%,-3%,15%,8%
Cc1cccc(CCNC(=O)c2cnc3c(C)cccn3c2=O)c1,-20%,16%,-23%,·,-0.1,3%,-4%[60.1 µM],-1%,8%
CCc1ccccc1NC(=O)c1cc2sc(Cl)cc2n1CC,-1%,13%,?,·,0.1,-9%,3%,4%,1%

# An excerpt (hit frequency here may not be typical).
